# Source: PubChem BioAssay (several laboratories)
# GPR7 antag = GPR7 receptor antagonists, primary screen, cell-based, fluorescence, single concentration | GPR7-expressing cells, fluorescence antagonist assay | inhibition, % at 4.4 µM | AID 1861, 2009 | Neuropeptides B/W receptor type 1 (Homo sapiens), P48145 | actives 1.1% (n = 290,000); in the data active = inhibition above about 16%, passing the limit was not always enough;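 also: cells stimulated with the agonist NPW; 0% = agonist with vehicle and 100% = vehicle without agonist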
# Target sequence (P48145 whole entry, looked up): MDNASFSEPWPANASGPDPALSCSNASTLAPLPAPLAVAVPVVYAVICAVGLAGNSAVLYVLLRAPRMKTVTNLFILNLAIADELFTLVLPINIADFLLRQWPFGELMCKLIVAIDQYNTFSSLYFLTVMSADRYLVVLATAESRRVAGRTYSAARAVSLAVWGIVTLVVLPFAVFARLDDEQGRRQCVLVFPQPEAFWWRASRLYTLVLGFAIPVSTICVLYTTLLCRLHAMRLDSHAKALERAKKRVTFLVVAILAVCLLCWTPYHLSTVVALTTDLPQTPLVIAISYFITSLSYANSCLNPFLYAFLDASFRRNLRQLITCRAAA
# MEKK2 mut-MEK5 = MEK5 binding signal on mutant MEKK2 PB1, primary screen, biochemical, multiplex bead flow cytometry, Alexa488-MEK5 | percent response, % at 10 µM | Alexa488-MEK5 binding to MEKK2 mutant | AID 1530, 2009 | actives 0.35% (n = 290,000); in the data active = percent response above about 24%, passing the limit was not always enough; also: inactives centre near 1; some results filed as inactive read as strong as hits
# MEKK2 WT-MEK5 = modulators of MEK5 binding to wildtype MEKK2, primary screen, biochemical, multiplex bead flow cytometry, Alexa488-MEK5; Mitogen-activated protein kinase kinase kinase 2 (Homo sapiens), Q9Y2U5; Alexa488-MEK5 binding to MEKK2 WT; actives lie on both sides; binding response (% of control), % at 10 µM; actives 1.1% (n = 290,000); AID 1531, 2009; in the data active = binding response below about 67% or above about 130%
# OXTR agonist = human OXTR agonists, primary screen, fluorescence, CHO-OTR cells, Fluo-8 calcium | Oxytocin receptor (Homo sapiens), P30559 | Fluo-8 calcium fluorescence; normalized: DMSO 0%, oxytocin 100% | activation, % at 3 µM | actives 0.32% (n = 320,000) | AID 2435, 2010;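 active = activation above the mean of all tested compounds plus 3 SD, cutoff set per screening run, cut at about 20% in these data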;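 also: peak over basal fluorescence ratio from a 100 s FLIPR kinetic read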
# Target sequence (P30559 whole entry, looked up): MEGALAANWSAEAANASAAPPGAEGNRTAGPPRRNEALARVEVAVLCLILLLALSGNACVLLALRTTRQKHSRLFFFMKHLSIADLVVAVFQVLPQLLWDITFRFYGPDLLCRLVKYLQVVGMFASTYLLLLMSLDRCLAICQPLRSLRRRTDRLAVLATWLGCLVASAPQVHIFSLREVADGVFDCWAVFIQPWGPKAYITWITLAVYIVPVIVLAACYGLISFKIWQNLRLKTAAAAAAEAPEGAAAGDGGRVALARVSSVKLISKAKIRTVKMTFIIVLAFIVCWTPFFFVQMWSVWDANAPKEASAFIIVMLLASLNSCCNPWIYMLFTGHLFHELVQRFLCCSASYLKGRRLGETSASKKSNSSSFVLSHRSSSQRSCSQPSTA
# NALP1 yeast inh = NALP1 inflammasome inhibitors in reconstituted yeast, colorimetric, S. cerevisiae, triplicate retest. inhibition, % at 10 µM. AID 2071, 2009. actives 0.61% (n = 280,000). S. cerevisiae NALP1/ASC/caspase-1 growth, X-gal OD620, 72 h; in the data active = inhibition mostly above about 24%, no sharp cut-off; inactive = mostly below about 32%; also: some compounds called inactive have numbers as strong as hits
# M18AAP inhibitor = PfM18AAP inhibitors, malaria aminopeptidase, primary screen, biochemical, QFRET, recombinant enzyme | actives 1.2% (n = 290,000) | inhibition, % at 7.35 µM | H-Glu-NHMec fluorogenic cleavage;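 active = inhibition above the campaign mean inhibition over all tested compounds plus 3 SD, cut at about 28% in these data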;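 also: 0% = plate median of test compound wells and 100% = 2 mM ZnCl2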
# V1aR counter = agonists of human V1a receptor, primary screen, counter-screen for OXTR agonist project, fluorescence, CHO-V1R cells; actives 0.25% (n = 320,000); Fluo-8 calcium fluorescence, agonist mode; 0% DMSO, 100% 3 nM vasopressin; activation, % at 3 µM; AID 2797, 2010; Vasopressin V1a receptor (Homo sapiens), P37288;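 active = activation above the mean activation of all tested compounds plus 3 SD, per screening run, cut at about 20% in these data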;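 also: signal is peak over basal fluorescence ratio across a 100 second FLIPR read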
# OXTR potentiator = human OXTR potentiators, primary screen, fluorescence, CHO-OTR cells, Fluo-8 calcium; Fluo-8 calcium fluorescence, potentiator mode; 0% = oxytocin EC15, 100% = EC100; Oxytocin receptor (Homo sapiens), P30559; activation, % at 3 µM; actives 0.061% (n = 320,000);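 active = activation above that plate's cutoff, the mean activation of tested compounds plus 3 SD, cut at about 6.6% in these data, passing the limit was not always enough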;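 also: 100% uses oxytocin at 75 nM as the full agonist control; some results filed as inactive read as strong as hits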
#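 Assay system: CHO cell line stably expressing human OTR | Also added: Oxytocin at about EC15, sub-maximal agonist stimulus | Times: Compound 6 min at room temperature before oxytocin, 100 s read | Measured by: Fluo-8 intracellular calcium fluorescence, ex 470-495, em 515-575 nm | Controls: EC15 oxytocin alone as 0%, 75 nM oxytocin as 100%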
# GalR3 antag = GalR3 antagonists in HEK293 cells, primary screen, cell-based, fluorescence readout. Galanin receptor type 3 (Homo sapiens), O60755. HEK293 GalR3-CNG cAMP membrane potential fluorescence; galR3 body fused to GalR1 C-terminus. inhibition, % at 3 µM. actives 0.44% (n = 360,000). AID 651719, 2012;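 active = inhibition above the screen-wide average plus 3 SD, cut at about 13% in these data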;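 also: forskolin and galanin both at EC90 stimulate the cells; cAMP rise reported by CNG channel membrane potential dye signal; 0% = forskolin plus galanin with DMSO and 100% = forskolin alone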
# Target sequence (O60755 1-299 limits assumed): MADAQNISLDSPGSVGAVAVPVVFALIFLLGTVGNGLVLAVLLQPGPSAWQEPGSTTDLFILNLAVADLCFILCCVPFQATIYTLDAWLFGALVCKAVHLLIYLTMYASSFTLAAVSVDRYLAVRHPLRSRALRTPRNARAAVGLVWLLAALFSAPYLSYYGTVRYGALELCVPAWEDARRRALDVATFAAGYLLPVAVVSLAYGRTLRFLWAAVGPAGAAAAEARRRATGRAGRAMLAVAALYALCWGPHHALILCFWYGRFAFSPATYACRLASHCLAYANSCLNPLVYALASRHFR
# Numbers without * were called inactive; · = not tested or not shown; [ ] = remark or other dose. Rows were taken by chance; overall some 4.1% were active at least once.
SMILES,GPR7 antag,MEKK2 mut-MEK5,MEKK2 WT-MEK5,OXTR agonist,NALP1 yeast inh,M18AAP inhibitor,V1aR counter,OXTR potentiator,GalR3 antag
CCN(C(=O)COn1nnc2ccc(S(=O)(=O)N(C)C)cc21)C1CCS(=O)(=O)C1 (stereo unspecified),·,·,·,0.5,·,·,1.2,5,-2
NC(=O)c1c(NC(=O)CSc2nc(N)cc(=O)[nH]2)sc2c1CCCC2,7,-9,88,-0.3,16,8,-0.8,-6,-5
Cn1c(=O)c2c(nc(Oc3ccccc3Cl)n2C)n(C)c1=O,-21,3,101,·,10,1,·,·,-7
CC1CCCC(NC(=O)COC(=O)c2ccc3c(c2)OCCO3)C1C (stereo unspecified),·,·,·,-0.9,·,·,-0.2,-7,-3
CCOC(=O)CSc1nc2cc(C(=O)NCc3ccco3)ccc2c(=O)n1C1CCCCC1,4,0,101,0.5,-1,8,1.9,2,·
COCCn1c(=O)c2c(nc3n2CCN3c2ccc(C)cc2)n(C)c1=O,-2,0,96,·,-21,0,·,·,·
CCOC(=O)c1cn(-c2ccccc2)nc1-c1cccnc1,-3,5,107,-2.1,14,-3,-0.8,-8,0
COc1ccccc1Cn1c(=S)[nH]c2cc(C(=O)NC(C)C)ccc2c1=O,5,-7,98,·,11,0,·,·,-13
CCN(CC)C(=O)C1CCN(c2ncnc3c2cnn3-c2ccc(C)cc2C)CC1,-15,5,100,-1.2,3,-2,-1.2,-12,-3
COC(=O)c1cc(=O)n(Cc2ccccc2)c(=NCc2ccccc2)s1,8,-5,98,-0.9,-6,0,1.6,-4,-3
COc1ccc(Cl)cc1Nc1nc(C)cc(=O)[nH]1,-9,1,107,0.7,-1,8,1.7,-17,-2
CCOC(=O)N1CCN(C(=O)c2ccc3c(=O)n(-c4cc(OC)ccc4OC)c(=S)[nH]c3c2)CC1,-19,3,100,-1.4,0,-2,1.0,0,-1
O=S(=O)(c1ccc(Cl)cc1)N1CCN(c2ccc(N3CCOCC3)nn2)CC1,-5,4,101,0.2,-6,-13,-0.2,2,-4
Cc1ccc(NC(=O)COC(=O)c2ccccc2-c2nc3ccccc3s2)c(C)c1,-11,-1,107,-2.0,15,1,0.3,-7,-9
COc1ccc(C2C(C(=O)NCCN(C)C)c3cc(OC)c(OC)cc3C(=O)N2C)cc1OC (stereo unspecified),2,0,100,-0.5,35,-5,-0.1,-6,1

# Six compounds out of the list above, arranged by their value in GalR3 antag, rising.
canonical_smiles,GalR3 antag
COc1ccccc1Cn1c(=S)[nH]c2cc(C(=O)NC(C)C)ccc2c1=O,-13
Cc1ccc(NC(=O)COC(=O)c2ccccc2-c2nc3ccccc3s2)c(C)c1,-9
Cn1c(=O)c2c(nc(Oc3ccccc3Cl)n2C)n(C)c1=O,-7
O=S(=O)(c1ccc(Cl)cc1)N1CCN(c2ccc(N3CCOCC3)nn2)CC1,-4
CCN(CC)C(=O)C1CCN(c2ncnc3c2cnn3-c2ccc(C)cc2C)CC1,-3
CCOC(=O)N1CCN(C(=O)c2ccc3c(=O)n(-c4cc(OC)ccc4OC)c(=S)[nH]c3c2)CC1,-1

# Exported field by field: part of the list above
> CCN(CC)C(=O)C1CCN(c2ncnc3c2cnn3-c2ccc(C)cc2C)CC1
  GPR7 antag: -15 | MEKK2 mut-MEK5: 5 | MEKK2 WT-MEK5: 100 | OXTR agonist: -1.2 | NALP1 yeast inh: 3 | M18AAP inhibitor: -2 | V1aR counter: -1.2 | OXTR potentiator: -12 | GalR3 antag: -3
> COC(=O)c1cc(=O)n(Cc2ccccc2)c(=NCc2ccccc2)s1
  GPR7 antag: 8 | MEKK2 mut-MEK5: -5 | MEKK2 WT-MEK5: 98 | OXTR agonist: -0.9 | NALP1 yeast inh: -6 | M18AAP inhibitor: 0 | V1aR counter: 1.6 | OXTR potentiator: -4 | GalR3 antag: -3

# (next part)
SMILES,GPR7 antag,MEKK2 mut-MEK5,MEKK2 WT-MEK5,OXTR agonist,NALP1 yeast inh,M18AAP inhibitor,V1aR counter,OXTR potentiator,GalR3 antag
COc1ccc(Nc2ncccc2C(=O)O)cc1,6,1,101,-0.2,-6,4,0.1,2,-2
O=C(Cc1ccccc1)NC(NC(=S)Nc1cc(Cl)ccc1Cl)C(Cl)(Cl)Cl (stereo unspecified),0,0,100,1.5,2,1,1.3,-18,-3
COC(=O)c1[nH]c2c(c1C)C(=O)CC(c1ccc(OC)c(OC)c1)C2 (stereo unspecified),16,9,106,6.3,-7,-7,8.3,-12,-8
Cc1cc(=O)[nH]c2c1c(C)nn2C(C)(C)C,-8,-2,97,-0.2,7,-4,1.2,-2,-6
Cc1ccc(-n2c(C)cc(/C=N/NC(N)=S)c2C)cc1,-3,3,103,-1.8,13,7,-0.2,-6,-3
O=C(CN1CCOCC1)Nc1cccc(C(=O)Nc2cccc(C(F)(F)F)c2)c1,-17,4,115,1.6,28,-7,3.3,-16,0
CCCOc1ncnc2c1[nH]c1ccc(OC)cc12,6,-8,88,-0.1,9,-2,0.6,-1,-5
NC(=O)COC(=O)CN1C(=O)C2CCCCC2C1=O (stereo unspecified),-12,10,95,-1.6,26,-11,1.6,-4,-9
COC(=O)[C@]1(C)N[C@H](c2ccc(SC3CCCCC3)cc2)[C@@H]2C(=O)N(C)C(=O)[C@@H]21,·,·,·,1.8,·,·,0.2,-7,-4
CNC(=O)CSc1nc2sccc2c(=O)n1-c1ccccc1,-10,3,100,0.6,8,3,0.5,3,-11
CCCOC(=O)Nc1ccc(S(=O)(=O)Nc2ncccn2)cc1,-6,-5,100,0.5,·,-2,0.7,-11,4
O=C(O)/C=C/C(=O)NCCC1=CCCCC1,-8,-1,109,0.5,15,1,0.2,-3,-2
CC(=O)Oc1ccc2c(c1)O/C(=C\c1ccncc1)C2=O,-11,-12,89,7.7,2,2,7.8,4,·
CCC1CCCCN1CCCNC(=O)c1cc2c(Cl)nc3ccccc3c2s1 (stereo unspecified),-5,50,173*,1.8,-3,3,1.3,-9,-9
CC1OC(OC2C(Oc3c(-c4ccc(O)cc4)oc4cc(O)cc(O)c4c3=O)OC(COC3O[C@@H](C)[C@H](O)[C@@H](O)C3O)C(O)C2O)C(O)C(O)C1O (stereo partly specified),·,·,·,0.6,·,·,-0.1,2,-5
Cc1nnc(NC(=O)c2ccc(S(=O)(=O)N3CCCCCC3)cc2)o1,4,8,111,0.1,3,0,0.6,-4,1
COc1ccc(OCC(O)CNS(=O)(=O)c2ccc(NC(C)=O)cc2)cc1 (stereo unspecified),-10,4,103,-1.2,6,0,-0.3,-5,-1
CCCCOc1ccc(C(=O)NCC(=O)NCC(c2ccc(OC)cc2)N2CCOCC2)cc1 (stereo unspecified),·,·,·,-1.4,·,·,-0.6,-1,-4
Cc1ccc(S(=O)(=O)NCCCCCC(=O)Nc2nccs2)cc1,3,4,100,0.2,-12,-2,2.8,-28,0
CC(C)n1c(O)c(N=NC(=O)c2ccccc2NS(=O)(=O)c2cccs2)c2ccccc21,-8,21,97,-1.0,2,-10,-0.6,-8,-6
CCc1nc2ccc(Cc3ccc4nc(CC)[nH]c4c3)cc2[nH]1,3,4,104,-1.4,4,-5,-0.3,-10,-4
OC1(c2ccc(F)cc2)CCN(Cc2ccccc2)C1 (stereo unspecified),17,-3,98,0.8,-19,2,15,1,-3
CC(C)NC(=O)c1ccccc1NC(=O)CS(=O)(=O)Cc1ccccc1,-10,-11,88,-0.3,36*,5,0.1,-3,-5
CCOc1ccc(NC(=O)CC2C(=O)N(c3ccccc3)C(=S)N2Cc2ccccn2)cc1 (stereo unspecified),1,-18,1.0*[inhibitor],-0.3,-6,6,6.3,-10,-2
Cc1ccc(O)c(C(=O)c2cc(C(=O)NCCc3ccccc3)c(=O)n(CCc3ccccc3)c2)c1,-2,-3,106,-2.1,3,-4,-0.2,-9,-4
COCCNC(=S)N1CCC(NC(=O)Nc2ccc(C)cc2)CC1,-4,3,100,-1.3,-9,-3,-0.5,-14,-4
CCN(C(=O)COc1ccc(N(C)S(=O)(=O)c2ccc(NC(C)=O)cc2)cc1)C1CCCCC1,·,·,·,0.1,·,·,1.5,-6,-4
O=C(Nc1ccc2ncccc2c1)c1cc(Cl)ccc1Cl,6,-11,87,0.9,14,-3,1.4,3,-2
O=C(O)CCC(=O)N(Cc1ccco1)c1nc(-c2ccccc2)cs1,0,-1,95,0.4,15,-7,-0.1,-5,-2
Cc1ccc2[nH]cc(CCNC(=O)/C=C/c3ccco3)c2c1,3,0,104,0.4,-11,4,0.5,6,2
NNc1nnnc2c1sc1nc(N3CCOCC3)c3c(c12)CCCC3,-12,-15,94,-1.1,·,0,1.2,-3,·
COc1ccc(S(=O)(=O)Nc2nc3ccccc3s2)cc1,-12,-1,92,-1.3,38,7,0.0,-20,-4
CC(=O)N1CCN(C(=O)C(Cc2ccccc2)NC(=O)c2ccccc2)CC1 (stereo unspecified),·,·,·,-1.1,·,·,0.1,-3,-6
CCCCc1c(C)nn(-c2nnc3c4ccccc4n(CC)c3n2)c1C,-10,0,99,-2.5,-30,1,0.0,-21,-7
CCOc1ccc(NC(=O)CSc2nnc(N)s2)c([N+](=O)[O-])c1,-9,-14,61,-0.3,16,-3,1.5,-8,-3
Cc1nc(N)nc(C)c1Cc1ccccc1,-2,16,109,0.5,-14,1,0.7,-11,-1
O=C(C1CCC1)N1CCN(c2ccc(Cl)cc2)CC1,-14,1,99,·,-4,2,·,·,-1
CCOc1ccc2c(c1)sc(N)[n+]2Cc1cc(C)cc2cccnc12,35*,24,129,6.1,47,-6,12,-10,-9
Cc1nn(-c2ccc(Cl)cc2)c2sc(C(=O)c3c(N)n(C)c(=O)n(C)c3=O)cc12,-4,0,99,1.9,5,-1,-0.2,-2,-2
O=C(Nc1cnn(Cc2ccc(Cl)cc2)c1)C1CCCC1,-9,6,110,-1.0,22,-5,0.2,-7,-5
Cc1ccc(C)c(-n2cc(CN3CCCN(C=O)CC3)c(-c3ccccc3)n2)c1,-22,15,117,10,22,-2,-0.1,-4,5
